NCI-60 one-dose screen, 48 h, at 10 µM unless noted. Numbers give growth in % (100 = growth as untreated, 0 = no growth, -100 = all killed).
SK-MEL-5: SK-MEL-5 melanoma. 80,000 compounds, 6.4% hits
T-47D: T-47D breast cancer; 79,000 compounds, 5% hits
SK-MEL-28: SK-MEL-28 melanoma; 81,000 compounds, 4.1% hits; AID 1794761
LOX IMVI: LOX IMVI melanoma; 79,000 compounds, 7.4% hits
BT-549: BT-549 breast cancer. 78,000 compounds, 4.4% hits
MDA-MB-435: MDA-MB-435 melanoma. AID 1794794. 82,000 compounds, 7.8% hits
SK-MEL-2: SK-MEL-2 melanoma | 77,000 compounds, 4.7% hits
HS 578T: HS 578T breast cancer | 78,000 compounds, 4.1% hits | AID 1794788
* hit, by the source's call; / = no result given; & = joins results of further samples. How the source made its calls: active means growth percent below 10; inactive means the rest.

The line under a structure holds: BT-549, HS 578T, SK-MEL-5, SK-MEL-28, SK-MEL-2, MDA-MB-435, LOX IMVI, T-47D
O=c1c(-c2nc3ccccc3[nH]2)cc2ccccc2n1Cc1cn(Cc2cccc(Oc3ccccc3)c2)nn1
  91, 73, 72, 93, 106, 89, 81, 94
CC1(C)CC(=O)c2cc(O)ccc2O1
  102, 112, 106, 107, 104, 100, 99, 96
O=C(O)c1ccc(NC(=O)N2CCN(C(=O)Nc3ccc(C(=O)O)c(O)c3)CC2)cc1O
  /, 114, 102, 112, 92, 106, 97, 97
COc1ccc(C(=O)NN/C=N\c2oc(-c3ccc(OC)cc3)cc2C#N)cc1
  101, 95, 101, 108, 79, 103, 101, 105
CN(C)CCN(Cc1ccccc1)c1ccccn1
  117&107, 105&118, 99&101, 98&106, 110&123, 95&99, 101&103, 102
Cc1ccc2c(c1)C(C)Cc1c(Cl)ncnc1N2C (centres undefined)
  /, 33, -87*, 27, -21*, 6.4*, -58*, 52
O=C(c1ccccc1)C1C(=O)c2ccccc2C1=O
  104, 99, 102, 102, 116, 106, 94, 111
CCOc1ccc(N=Cc2ccc(N(C)C)cc2)c(O)c1
  78, 103, 44, 106, 95, 90, 50, 80
CCCCCCC[C@@H](O)CC(=O)N[C@@H](CC(C)C)C(=O)N[C@@H](CC(C)C)C(=O)N[C@H](CCC(N)=O)C(=O)N[C@@H](CC(C)C)C(=O)N[C@H](CO)C(=O)N[C@H](C(=O)N[C@H](CC(C)C)C(=O)N[C@@H](CC(C)C)C(=O)O)C(C)C
  46, 106, 101, 103, 120, 99, /, 111
Nc1cccc(Cl)c1N
  98, 99, 104, 119, /, 106, 87, 55
N#C/C(=C\c1ccc([N+](=O)[O-])cc1)c1cc2ccccc2[nH]1
  77, 77, 83, 102, 105, 83, 78, 36
CSC1=C(C#N)C(N)=NNC(=Nc2ccccc2)S1
  92, 104, 101, 100, 91, 99, 95, 96
COc1ncnc2c1ncn2C/C(Br)=C(\Br)CCl
  70, 24, 54, 77, 52, 4.0*, -87*, 1.3*
COc1ccc(C2=NN(C(=O)c3cc(-c4ccc(Cl)cc4)nc4ccccc34)C(c3cc(-c4ccccc4)nn3-c3ccccc3)C2)cc1 (centres undefined)
  88, 87, 81, 88, 85, 86, 65, 74
CCCCCCCCCCN1CCC(N2CCCCC2)CC1
  38, -5.2*, -97*, -29*, -20*, -25*, -73*, -56*
CCCCCCCCCCCCNC(=S)N/N=C/c1cc(Cl)ccc1O
  111, 114, 96, 106, 99, 94, 103, 84
C#CCn1cccc1CNC1CCCCC1
  98, 107, 98, 101, 101, 107, 90, 98
O=C(NCCc1ccccc1)c1[nH]c2ccccc2c1Cl
  92, 97, 82, 107, 129, 96, 89, 72
C=CCn1c2ccc(Br)cc2c2c3c(c4c5ccccc5ccc4c21)C(=O)N(O)C3=O
  96, 111, 99, 107, 105, 105, 76, 75
COc1ccc(C(=O)N2c3ccccc3Sc3ccccc32)c(OC)c1
  17, 15, 19, 58, 38, -43*, 38, 41
N#Cc1cncc(-c2ccc3ncnc(Nc4cccc(Cl)c4)c3c2)c1
  70, 61, 75, 82, 90, 93, 91, 56
O=[N+]([O-])c1cccc2cn[nH]c12
  83, 110, 101, 103, 104, 102, 92, 92
Cc1nc2ccccc2n1CC1C(=O)CC(C)(C)CC1=O
  110, 105, 101, 102, 101, 102, 94, 103
O=C(Nc1cc(C(F)(F)F)ccc1Cl)C(Cl)Cl
  109, 115, 107, 95, 94, 98, 103, 97
C[C@]12CCC(=O)C[C@@H]1CC[C@@H]1[C@@H]2CC[C@]2(C)OCCC[C@@H]12
  101, /, 97, 96, 92, 88, 101, 91
CC(C)Sc1nc(N)nc2c1ncn2C1OC(CO)C(O)C1O (centres undefined)
  97, 109, 106, 108, 111, /, 111, 104
CNc1c(NC)n(C)c(=O)n(C)c1=O
  97, 103, 92, 119, 111, 118, 106, 92
O=C(O)C(c1ccccc1)C1CCCCC1O (centres undefined)
  103, 109, 110, 111, 121, 112, 110, 109
CCC(C)NC(=S)Nc1ccccc1 (centres undefined)
  /, 98, 101, 114, 116, 107, 100, 98
CNC(=O)c1[nH]cc(-c2ccccc2)c1-c1cc(OC)c(OC)c(OC)c1
  98, 93, 100, 114, 113, 102, 99, 99
O=C1NCCS(=O)(=O)/C1=C\C=C\c1cccc(C(F)(F)F)c1
  20, 51, 35, 29, 55, 18, -74*, 23
O=C1Nc2ccc(Cl)cc2/C1=N/N=C/c1c[nH]c2ccccc12
  93, 22, 88, 102, 66, 87, 74, 73
COc1ccc(C2(C=O)NC(=O)NC2=O)cc1 (centres undefined)
  95, 95, 102, 109, 115, 104, 108, /
COc1cccc(/C=C2\Cc3cc4c(cc3C2=O)OCO4)c1OC
  92, 87, 87, 102, 105, 91, 96, 89
COc1ccc(C)cc1-c1cc2ccccc2c(=O)o1
  82, 80, 92, 96, 86, 67, 87, 49
O=C1C(c2cccc3ccccc23)=C(c2c[nH]c3ncccc23)C(=O)N1O
  86, 106, 98, 105, 96, 107, 59, 87
Cc1cc(Cl)c2c(c1)C(=N/O)/C(=C\c1ccco1)O2
  100, 72, 93, 111, 84, 88, 85, 58
Cc1cc(Nc2nc(O)c(/C=c3\ccc4c(c3)C=CN=4)s2)no1
  121, 103, 100, 105, 119, 106, 93, 97
COc1cc(-c2csc(Nc3cc(N4CCN(CCO)CC4)nc(C)n3)n2)cc(OC)c1OC
  51, 43, 74, 86, 86, 82, 43, 29
CN(C)c1ccc(/C=N\NC(=O)N/N=C/c2ccc(N(C)C)cc2)cc1
  /, 96, 103, 113, /, 111, 100, 119
CCOC(=O)c1c(Nc2ccccc2)nn2c(N)c(C#N)c(-c3ccccc3)nc12
  95, 75, 87, 99, 92, 75, /, 56
Cc1cccc(NC2CC(=O)N(c3cccc(Cl)c3Cl)C2=O)c1C (centres undefined)
  130, 109, 104, 101, /, 106, 94, 103
CCCCC(O)Cn1ncc(C(=O)OCC)c1NC(=O)Nc1cccc(F)c1 (centres undefined)
  97, 98, 98, 110, 114, 87, 100, /
CCC1CCCCN1C(=O)OCC(C)C (centres undefined)
  93, /, 102, /, 134, 107, 106, 119
COc1c2occc2c(OC)c2c(=O)c(-c3cc(-c4ccc(F)cc4)c(C#N)c(N)n3)c(C)oc12
  64, 44, 37, /, 60, 63, 6.1*, 31
O=C(CSc1nc2sc3c(c2c(=O)n1-c1ccccc1)CCCCC3)N/N=C/c1cccc([N+](=O)[O-])c1
  38, -1.3*, 68, 74, 90, 73, 76, 64
COc1cc(-c2nnc(-c3cccnc3)o2)cc(OC)c1OC
  102, 96, 88, 104, 104, 102, 103, 92
CN(C)c1ccc(/C=N\N2CCCCCC2)cc1
  123&103, 134&107, 103&91, 103&100, 129&111, 100&89, 104&98, 102&103
OCCCN1CCN(CCO)CC1
  104, 105, /, 103, /, 106, /, 94
Cc1ccc2oc(=O)cc(-c3nnc(N)s3)c2c1
  96, 97, 101, 104, 114, 94, 98, 100
CN1c2c(C(=O)NC3CC3)cnn2CC1c1ccccc1 (centres undefined)
  100, 99, 103, 103, 91, 108, 96, 87
O=c1oc2ccccc2cc1-c1csc(N=Nc2c(O)[nH]c3ccc(F)cc23)n1
  108, 74, 99, 106, 110, 110, 87, 95
COc1cccc2occ(COC(=O)c3c(C)noc3C)c(=O)c12
  89, 85, 93, 105, 91, 95, 83, 66
COc1cc(/C=C/C(=O)c2ccc(NC(=O)CSc3nnc(-c4ccc(-c5nc6ccccc6[nH]5)cc4)o3)cc2)cc(OC)c1OC
  103, 107, 105, 107, 101, 106, 99, 103
Brc1ccccc1Nc1ccc2nnc(-c3ccncc3)n2n1
  107, 109, 104, 99, 98, 105, 92, 81
CC(=O)CC(C)(C)NNC(N)=S
  102, 97, 104, 113, 104, 117, 103, 98
Cc1ccc(S(=O)(=O)c2nc(-c3ccccc3)sc2S(C)(=O)=O)cc1
  109, 95, 98, 108, 95, 103, 93, 92
CCN(CC)CC(C)(C)C(O)c1ccc(OC)c2ccccc12 (centres undefined)
  113, 107, 109, 105, 114, 98, 87, 101
COc1cc(Cl)cc(-c2nn(C(=O)NCCN3CCN(C)CC3)cc2-c2ccncc2)c1
  102, 76, 80, 84, 90, 83, 89, 73
COc1ccc2c(c1)C=C1COCC3=Cc4cc(OC)ccc4OC13O2
  99, 110, 99, 114, 107, 107, 100, 100

Next compounds:
The line under a structure holds: BT-549, HS 578T, SK-MEL-5, SK-MEL-28, SK-MEL-2, MDA-MB-435, LOX IMVI, T-47D
COC(=O)c1cc2cc(-c3ccc(OC)cc3)cnc2[nH]1
  19, 34, 31, 56, 8.4*, -24*, 25, 34
CN(C)S(=O)(=O)c1ccc(-c2nc(C(Cl)Cl)nc3cc(-c4ccc(F)cc4)nn23)cc1
  /, 20, 55, 27, 9.3*, 6.5*, -6.1*, 38
CCOC(=O)c1c(NC(=O)c2cc(-c3ccc(C)cc3)oc2C)sc(C)c1C
  103, 102, 98, 106, 110, 103, 97, 103
CCCCCCCCCCCCCCSSCCCCCCCCCCCCCC
  101, 105, 98, 97, 116, 116, 101, /
CN(C)c1ccc(/C=C\c2ccnc3ccccc23)cc1
  -1.0*, 85, 65, 89, 19, 34, 73, 65
Nc1ccccc1NS(=O)(=O)c1ccc(Cl)cc1
  101, 99, 94, 97, 94, 91, 92, 106
FC(F)(F)C1=NN=C(c2ccc(Cl)cc2)/C1=C/c1ccco1
  98, 94, 87, 92, 58, /, 78, 93
CCCCCCCCCCCCCC(=O)OCC
  114, 98, 106, 115, 111, 110, 99, 100

Entries shown so far with a carbonyl joined to an NH by a bond outside any ring (13):
The line under a structure holds: BT-549, HS 578T, SK-MEL-5, SK-MEL-28, SK-MEL-2, MDA-MB-435, LOX IMVI, T-47D
O=C(O)c1ccc(NC(=O)N2CCN(C(=O)Nc3ccc(C(=O)O)c(O)c3)CC2)cc1O
  /, 114, 102, 112, 92, 106, 97, 97
COc1ccc(C(=O)NN/C=N\c2oc(-c3ccc(OC)cc3)cc2C#N)cc1
  101, 95, 101, 108, 79, 103, 101, 105
CCCCCCC[C@@H](O)CC(=O)N[C@@H](CC(C)C)C(=O)N[C@@H](CC(C)C)C(=O)N[C@H](CCC(N)=O)C(=O)N[C@@H](CC(C)C)C(=O)N[C@H](CO)C(=O)N[C@H](C(=O)N[C@H](CC(C)C)C(=O)N[C@@H](CC(C)C)C(=O)O)C(C)C
  46, 106, 101, 103, 120, 99, /, 111
O=C(NCCc1ccccc1)c1[nH]c2ccccc2c1Cl
  92, 97, 82, 107, 129, 96, 89, 72
O=C(Nc1cc(C(F)(F)F)ccc1Cl)C(Cl)Cl
  109, 115, 107, 95, 94, 98, 103, 97
CNC(=O)c1[nH]cc(-c2ccccc2)c1-c1cc(OC)c(OC)c(OC)c1
  98, 93, 100, 114, 113, 102, 99, 99
CN(C)c1ccc(/C=N\NC(=O)N/N=C/c2ccc(N(C)C)cc2)cc1
  /, 96, 103, 113, /, 111, 100, 119
CCCCC(O)Cn1ncc(C(=O)OCC)c1NC(=O)Nc1cccc(F)c1 (centres undefined)
  97, 98, 98, 110, 114, 87, 100, /
O=C(CSc1nc2sc3c(c2c(=O)n1-c1ccccc1)CCCCC3)N/N=C/c1cccc([N+](=O)[O-])c1
  38, -1.3*, 68, 74, 90, 73, 76, 64
CN1c2c(C(=O)NC3CC3)cnn2CC1c1ccccc1 (centres undefined)
  100, 99, 103, 103, 91, 108, 96, 87
COc1cc(/C=C/C(=O)c2ccc(NC(=O)CSc3nnc(-c4ccc(-c5nc6ccccc6[nH]5)cc4)o3)cc2)cc(OC)c1OC
  103, 107, 105, 107, 101, 106, 99, 103
COc1cc(Cl)cc(-c2nn(C(=O)NCCN3CCN(C)CC3)cc2-c2ccncc2)c1
  102, 76, 80, 84, 90, 83, 89, 73
CCOC(=O)c1c(NC(=O)c2cc(-c3ccc(C)cc3)oc2C)sc(C)c1C
  103, 102, 98, 106, 110, 103, 97, 103

Screening results as filed in PubChem BioAssay.
